Screens (PubChem)
ALOX12 inh – inhibitors of human 12S-lipoxygenase ALOX12 | P18054 | purified 12hLO, xylenol orange hydroperoxide absorbance | Potency, µM (highest dose often 108 µM), inactives show top-dose activity change, negative = inhibition, hits mostly inhibitors | 1.1% of 580,000 active | AID 1671190; active means well fitted inhibition curve with a large enough effect; inconclusive means small, poorly fitted or top-dose-only effect, or another doubt; inactive means no such curve, though single readings can be large or run the other way
Target sequence (P18054 whole entry, looked up): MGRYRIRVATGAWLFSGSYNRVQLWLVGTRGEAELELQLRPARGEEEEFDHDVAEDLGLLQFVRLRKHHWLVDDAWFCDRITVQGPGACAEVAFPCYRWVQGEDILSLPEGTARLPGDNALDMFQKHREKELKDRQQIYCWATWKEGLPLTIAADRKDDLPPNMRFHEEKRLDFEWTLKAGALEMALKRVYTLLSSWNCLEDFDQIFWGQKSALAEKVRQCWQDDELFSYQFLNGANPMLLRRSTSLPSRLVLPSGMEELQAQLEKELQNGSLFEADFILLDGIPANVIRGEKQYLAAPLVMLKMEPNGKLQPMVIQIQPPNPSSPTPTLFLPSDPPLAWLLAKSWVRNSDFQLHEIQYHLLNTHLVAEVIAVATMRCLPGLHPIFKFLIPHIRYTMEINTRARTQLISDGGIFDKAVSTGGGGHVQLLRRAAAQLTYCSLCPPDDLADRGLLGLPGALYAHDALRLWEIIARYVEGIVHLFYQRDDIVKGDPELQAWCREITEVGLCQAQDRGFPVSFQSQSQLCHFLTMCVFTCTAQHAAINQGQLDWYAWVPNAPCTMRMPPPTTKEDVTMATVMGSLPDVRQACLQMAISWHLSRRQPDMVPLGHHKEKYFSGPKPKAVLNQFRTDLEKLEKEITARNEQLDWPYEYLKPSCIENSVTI
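Hydroperoxide product was detected by ferrous iron/xylenol orange as the 573 to 405 nm absorbance ratio. Arachidonic acid at 40 uM (final) was turned over for 30 min at room temperature by 150 nM human 12hLO, pH 7.0 Hepes buffer, after 15 min compound preincubation.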
* = called active by the depositor; ? = inconclusive; [ ] = another dose, or the depositor's remark. On the % scale 0 is the no-effect control and ±100 the full control effect; potency means the concentration at half of the fitted maximal effect. This is a subset; rates above refer to the full screens.

SMILES | ALOX12 inh
CCOC(=O)c1[nH]c(C)c(/C(Br)=C/Br)c1C | 6.3µM*
CN1Cc2ccc(NCc3ccccc3)nc2C(C)(C(=O)NCc2ccc3c(c2)OCO3)C1 (stereo not drawn) | -7%
NC(=O)C1CCN(c2ncncc2-c2nc(-c3ccccc3)no2)CC1 | 6%
O=C(/C=C/Nc1ccc(OC(F)(F)F)cc1)c1ccc(Br)cc1 | ?
CCCS(=O)(=O)N1CCC(N2CCCC(C(=O)N3CCOCC3)C2)CC1 (stereo not drawn) | 52%[activator]
Cc1noc(C)c1C(=O)N1Cc2ccccc2CC2(CCCN2C)C1 (stereo not drawn) | ?
COc1ccc(CCC(=O)N[C@@H]2CN(c3ccncn3)C[C@H]2CN(C)C)cc1 | 46%[activator]
Cn1cnc2c1c(=O)n(CC(=O)N(CCc1cccs1)Cc1cccs1)c(=O)n2C | -24%
Cc1ccccc1C(=O)Nc1ccc(C(=O)NNC(=S)Nc2ccccc2)cc1 | ?
CCCc1cc(=O)oc2cc(C)cc(OC(C)C(=O)O)c12 (stereo not drawn) | -16%
CC(=O)c1cccc(NC(=O)Cn2c(-c3ccc(F)cc3)nc(C)cc2=O)c1 | 27%
O=C(O)CCC(CNS(=O)(=O)c1ccc(F)cc1)C(F)(F)F (stereo not drawn) | 4%
COCCn1c(SCc2nc(-c3ccc(C)cc3)no2)nc2ccsc2c1=O | -29%
CCCNC(=O)C1COC2(CCN(C(=O)c3ccc(OC)cc3)CC2)N1C(=O)c1ccc(F)cc1 (stereo not drawn) | 17%
N#Cc1ccccc1Sc1ccccc1C(=O)Oc1ccc(Cl)cc1Cc1ccccc1 | 4%
O=C(Cc1cccs1)N/N=C/c1c2ccccc2cc2ccccc12 | -29%
COC[C@@H]1CN(C(=O)c2occc2C)C[C@H]1c1nc(C)no1 | 13%
Cc1noc(C)c1C(=O)N1Cc2ccccc2CC2(CCCN(C)C2)C1 (stereo not drawn) | 5%[6.33 µM]
CCN(CC)Cc1ccccc1CNC(=O)c1cc2ccc(OC)cc2nc1C | -78%
CC1=C[C@@H](CNCc2ccc(C#N)cc2)[C@H](C(C)C)C[C@H]1Cc1nnc(-c2cccnc2)o1 | 8%
COCCOCC(=O)N1CC(Oc2ccccc2-c2nc(C3CC3)no2)C1 | 38%[activator]
Cc1cc(C(=O)Nc2ccc(C(O)[C@H]3COCC(=O)N3Cc3ccc(F)cc3)cc2)n(C)n1 (stereo partly drawn) | 28%
O=C(COc1ncnc2ccc(Br)cc12)Nc1ccc(F)cc1 | -25%
CCC(C)NC(=O)C1CC2CCC1C2 (stereo not drawn) | -2%
O=C1Cc2c(-c3ccccc3OCc3ccccc3)n[nH]c2CN1Cc1ccccn1 | -10%[176 µM]
(listing goes on)
SMILES | ALOX12 inh
CC(=O)c1c(C)[nH]c(C(=O)C(C)Sc2ccc(C(F)(F)F)cn2)c1C (stereo not drawn) | -8%
O=C(Cc1ccc(Cl)cc1)Nc1nc2c(s1)CCCC2 | ?
Cc1ccccc1-n1cnnc1SCCC(=O)Nc1ccc(S(=O)(=O)N(C)C)cc1 | 8%
Cc1oc(-c2cccs2)nc1CC(=O)N1CCC1 | -9%
C(=C\c1ccccc1)/CN1CCN(c2ncncn2)CC1 | 85%[activator]
Cc1c(C(=O)N2CCCCCC2)sc2nc(-c3ccc(F)cc3)cn12 | ?
Cc1cccc(CCNC(=O)[C@@H]2C[C@@H](O)CN2C2CCNCC2)c1 | 24%
CC1CCN(C(=O)CCC[C@@H]2[C@H]3CCCN4CCC[C@@H](CN2C)[C@@H]34)CC1 | 20%
CCc1ccc2oc(C(=O)Nc3cccc(Cl)c3)cc(=O)c2c1 | -17%
O=C(c1cnccn1)N(CCO)C(c1ccc(-c2ccccc2)cc1)c1nc2ccccc2[nH]1 (stereo not drawn) | -14%
COc1ccc(C(=O)N2CCC(c3ncc(C)n3C(C)C)C2)cc1 (stereo not drawn) | 5%
O=C(CCc1ncc(-c2ccc(F)cc2F)o1)Nc1ccc(S(=O)(=O)N2CCCC2)cc1 | -4%
CCCc1ccc(OCCN)cc1 | 30%[activator]
CN(CC1CCOC1)S(=O)(=O)Cc1ccccc1Cl (stereo not drawn) | 4%
CN(Cc1ccc(N(C)C)cc1)Cc1cccn1C | 37%[activator][176 µM]
COC(=O)c1ccc(N2C(=O)Cc3cc(OC)c(OC)cc3C2c2ccc(OC)cc2)cc1 (stereo not drawn) | -2%
COc1ccccc1CN1CC2(C1)C(=O)N(Cc1ccccc1)C(=O)[C@@H]1C[C@@H](O)CN12 | 3%[176 µM]
O=C(NCCCc1ccccc1)c1n[nH]c2c1CN(C(=O)c1c(F)cccc1F)CC2 | 5%
Cc1cccc(C(=O)N[C@@H](C)C(=O)O)c1 | ?
Cc1ccc(C2Cn3nnc(C(=O)N4CCC(C(=O)NCc5ccccc5Cl)CC4)c3CO2)cc1 (stereo not drawn) | 7%
CCc1ccc(-c2noc(CSc3nnc(C4COc5ccccc5O4)o3)n2)cc1 (stereo not drawn) | -7%
COc1ccc2cc(CN(C)C(=O)CNC(=O)c3ccccc3Cl)ccc2c1 | -24%
O=C(CSc1nnc(N2CCOCC2)n1-c1cccc(F)c1)Nc1ccc2c(c1)OCCO2 | ?
CCNC(=O)NC(=O)CSc1nnc(-c2ccccc2)c(-c2ccccc2)n1 | ?
COc1ccccc1NC(=O)N1CC(c2nnc(-c3ccncc3)o2)C2(CCOCC2)C1 (stereo not drawn) | 3%
Going on with the list.
SMILES | ALOX12 inh
COc1ccc(Nc2ccc3c(n2)CN(Cc2ccccc2F)C(=O)CO3)cc1 | 5%[176 µM]
Cc1c(-c2ccc(Cl)cc2)nc2ccccc2c1C(=O)NC1CCCCCC1 | 0%
COC1CCN(S(=O)(=O)c2cc(C(=O)O)ccc2Cl)CC1 | ?
Cc1ccc(C(O)CNC(=O)Nc2c(C)cc(C)cc2C)cc1 (stereo not drawn) | 3%
Cc1cccc(C(=O)N2CCCN(Cc3ccncc3)C(c3ccccc3)CC(=O)NCC2)c1 (stereo not drawn) | 14%
CC(C)CCn1c(SC(C)C)nc2c1c(=O)[nH]c(=O)n2C | 10%
FC(F)(F)c1cccc(NC(=S)NCCc2c[nH]c3ccccc23)c1 | 40µM*
CN1CCN(C(=O)C2(C)CCCc3cnc(Nc4ccccc4)nc32)CC1 (stereo not drawn) | -19%[176 µM]
COc1ccc(S(=O)(=O)NCCN2CCCCC2)cc1F | 12%
CNC(=S)N/N=C1/CCCCC1C (stereo not drawn) | ?
O=C(NC1CCCCC1)[C@@H]1C[C@@H](O)CN1C1CCN(C(=O)c2nccc3ccccc23)CC1 | -5%
O=C(C1=C(c2ccccc2)S(=O)(=O)CCO1)N(Cc1ccccc1F)c1ccccn1 | -23%
Cn1c(SCc2csc(-c3ccc(Cl)cc3)n2)nnc1C1CC1 | ?
O=C(Cn1c(=O)oc2ccccc21)N[C@@H]1CCOC[C@H]1Oc1ccccn1 | 22%
CCN(C(=O)CN(C1=NC2CS(=O)(=O)CC2S1)c1ccc(OC)cc1)c1cccc(C)c1 (stereo not drawn) | 9%
COc1ccc(NC(=O)N[C@H]2[C@H](O)[C@@H](Oc3ccccc3)[C@@H]3OC[C@H]2O3)cc1 | 13%[176 µM]
COc1ccc(C(CNC(=O)CCc2nnc(-c3ccccc3)o2)N(C)C)cc1 (stereo not drawn) | 14%
Cc1nn(C)c(C)c1CCN(C)C(=O)C1Cn2cccc2C(=O)N1C (stereo not drawn) | 10%
Clc1ccccc1N/N=C/C(Br)=C/c1ccccc1 | ?
O=C(C1CCc2nnc(C3CCN([S+](=O)([O-])c4ccccc4)CC3)n21)N1CCOCC1 (stereo not drawn) | 4%[6.33 µM]
O=C(NCc1cc(F)cc(F)c1)c1ccc(Cn2ccn3nc4c(c3c2=O)CCCC4)cc1 | 26%
Cc1ccc2[nH]cc(CCNC(=O)c3c(F)cccc3F)c2c1 | ?
CCOC(=O)c1nc(N(Cc2ccccc2)C(C)C)c2ccccc2n1 | -25%
Cc1cccc(C(=O)NC2CCC(C(F)(F)F)CC2)n1 (stereo not drawn) | 45%[activator]
Cc1csc(CNC(=O)C2CCCN(C3CCN(Cc4cccnc4)CC3)C2)n1 (stereo not drawn) | 75%[activator]

4 entries picked at random from the list so far:
SMILES | ALOX12 inh
Cc1c(-c2ccc(Cl)cc2)nc2ccccc2c1C(=O)NC1CCCCCC1 | 0%
Cn1c(SCc2csc(-c3ccc(Cl)cc3)n2)nnc1C1CC1 | ?
Cc1ccc(C(O)CNC(=O)Nc2c(C)cc(C)cc2C)cc1 (stereo not drawn) | 3%
CNC(=S)N/N=C1/CCCCC1C (stereo not drawn) | ?

(next part)
SMILES | ALOX12 inh
Cc1ccc(OCc2ccc(C(=O)N3C[C@H](C4CC4)[C@@H](N)C3)cc2)cc1 | 53%[activator]
C[C@@]12CO[C@@H](Cc3ccccc3)O[C@@H]1CC[C@]1(C)C2CC[C@@H](O)[C@H]1CC(=O)NCc1ccccc1 (stereo partly drawn) | 3%
CC(=O)N1C[C@@H]2CCCN3CCC[C@@H]([C@H]23)[C@H]1CCCC(=O)NCc1ccccc1 | -5%
O=C(Cc1ccc(Br)cc1)Nc1ccc(O)c(-c2nc3ccccc3o2)c1 | 34%[activator]
CCOc1ccc(C(=O)N2CCC[C@H]2c2nc(-c3ccc(OC)c(OC)c3)no2)cc1 | 8%
Cc1cc(COc2ccccc2)oc1C(=O)N1CC[C@@](C)(O)[C@@H](O)C1 | 23%
Cc1cn2nc(-c3nc(C4CCCN(C(=O)c5sccc5C)C4)no3)cc2c(=O)[nH]1 (stereo not drawn) | 54%[activator]
CCc1ccc2c(Cn3cc(S(=O)(=O)N(C)C)ccc3=O)cc(=O)oc2c1 | ?
CC(C)(N)c1ccc(-c2nc3ccccc3nc2-c2ccccc2)cc1 | -4%[57.4 µM]
Cc1nc(C)c(C(=O)N2CCCCCCN(C)C(=O)[C@@H]3CCC[C@@H]32)s1 | 35%[activator]
CC(C)CNC(=O)C1Cn2cccc2C(=O)N1CC(C)C (stereo not drawn) | 5%
COCCNC(=O)c1nc(-c2ccc3cc[nH]c3c2)no1 | 16%
COCCCn1c(C)cnc1C1CCN(C(=O)NCc2ccc(C)cc2)C1 (stereo not drawn) | 28%
CC(C)=CCCC1=CC[C@H](C(=O)O)[C@H](C(=O)O)C1 | 12%
C=CCN1C[C@@]2(C(=O)O)CN(c3nccc4ccccc34)C[C@H]2C1=O | ?
C=CCNc1nc(C)nc2c1CCN(C(=O)CNS(C)(=O)=O)CC2 | 2%
CC(=O)Nc1ccc(CN2CCCC23Cc2ccccc2CN(C(=O)CCC(=O)O)C3)cc1 (stereo not drawn) | 14%[6.33 µM]
Cc1cn2nc(C(=O)N3CCC(NC(=O)c4ccccc4F)CC3)cc2c(=O)[nH]1 | 23%
CCc1nncn1C1CCN(S(=O)(=O)c2cc(F)ccc2OC)CC1 | 9%
Cn1nc(C2CCNC2)c2c(C(=O)NCc3ccncc3)cc(C3CC3)nc21 (stereo not drawn) | ?
Cc1ccc(C(C)CCN2CCC(N3CCC(C(=O)NC4CC4)CC3)CC2)o1 (stereo not drawn) | 31%[activator]
CC(C(=O)NC1CCCC1)[C@@H]1CC[C@@]2(C)CC[C@H](N[S+](C)(=O)[O-])[C@@H](C)[C@@H]2[C@H]1O (stereo partly drawn) | 19%[176 µM]
COc1ccc2c(C)c(CCC(=O)Nc3ccccc3F)c(=O)oc2c1 | 1%
COc1ccccc1N1CC2(CN(CCOc3ccccc3)C(=O)O2)C1 | -9%[176 µM]
CN(CC1CCOCC1)C(=O)NCc1ccco1 | 36%[activator]

Part of the list above in order of number of heavy atoms, ascending:
SMILES | ALOX12 inh
CC(C)=CCCC1=CC[C@H](C(=O)O)[C@H](C(=O)O)C1 | 12%
COCCNC(=O)c1nc(-c2ccc3cc[nH]c3c2)no1 | 16%
C=CCNc1nc(C)nc2c1CCN(C(=O)CNS(C)(=O)=O)CC2 | 2%
CCc1nncn1C1CCN(S(=O)(=O)c2cc(F)ccc2OC)CC1 | 9%
COc1ccccc1N1CC2(CN(CCOc3ccccc3)C(=O)O2)C1 | -9%[176 µM]
O=C(Cc1ccc(Br)cc1)Nc1ccc(O)c(-c2nc3ccccc3o2)c1 | 34%[activator]
Cc1ccc(C(C)CCN2CCC(N3CCC(C(=O)NC4CC4)CC3)CC2)o1 (stereo not drawn) | 31%[activator]
Cc1cn2nc(C(=O)N3CCC(NC(=O)c4ccccc4F)CC3)cc2c(=O)[nH]1 | 23%
Cc1cn2nc(-c3nc(C4CCCN(C(=O)c5sccc5C)C4)no3)cc2c(=O)[nH]1 (stereo not drawn) | 54%[activator]
CCOc1ccc(C(=O)N2CCC[C@H]2c2nc(-c3ccc(OC)c(OC)c3)no2)cc1 | 8%
CC(=O)Nc1ccc(CN2CCCC23Cc2ccccc2CN(C(=O)CCC(=O)O)C3)cc1 (stereo not drawn) | 14%[6.33 µM]
C[C@@]12CO[C@@H](Cc3ccccc3)O[C@@H]1CC[C@]1(C)C2CC[C@@H](O)[C@H]1CC(=O)NCc1ccccc1 (stereo partly drawn) | 3%

Following part:
SMILES | ALOX12 inh
CCC1CCCCN1Cc1nc2c(c(=O)n(C)c(=O)n2C)n1CC(N)=O (stereo not drawn) | 10%
N#Cc1nc(COc2ccccc2F)oc1NCc1cccnc1 | ?
CC(=O)Nc1ccc(NC(=O)CCNS(=O)(=O)c2ccc3c(c2)CCN3C(=O)C2CC2)cc1 | 9%
COc1ccc(C(=O)NC2CCN(c3cn[nH]c(=O)c3)CC2)cn1 | 8%
CC(C)c1nc(CNC(=O)c2ccc(N(C)Cc3ccccn3)nc2)no1 | 22%
CN(C(=O)c1cccc(Cl)c1)C1CCCCC1 | 6%
COc1cc(Cl)c(C)cc1NC(=O)c1ccc(-n2cccn2)cc1 | 15%
O=C(Cc1ccc2c(c1)CCCC2)NC1CCCC1 | ?
O=C(O)c1ccc(-c2cccc(O)c2)cc1 | 14%[12.5 µM]
COC(=O)CNC(=O)c1cc(C)cc(C)c1 | ?
